# DRD3 antagonist: qHTS of D3 Dopamine Receptor Antagonist: qHTS. D(3) dopamine receptor (Homo sapiens), P35462. D3R cells, DiscoveRx beta-arrestin luminescence, antagonist mode; active compounds read low. max response, negative = inhibition, %. 360,000 compounds, 2.5% hits; in the data active = max response below about -50%; inconclusive = no clear call, values can overlap the other calls; also: % is scaled to controls: 0 for no effect and ±100 for the full control effect; mostly tested at two doses, the higher about 12 µM
# Target sequence (P35462 whole entry, looked up): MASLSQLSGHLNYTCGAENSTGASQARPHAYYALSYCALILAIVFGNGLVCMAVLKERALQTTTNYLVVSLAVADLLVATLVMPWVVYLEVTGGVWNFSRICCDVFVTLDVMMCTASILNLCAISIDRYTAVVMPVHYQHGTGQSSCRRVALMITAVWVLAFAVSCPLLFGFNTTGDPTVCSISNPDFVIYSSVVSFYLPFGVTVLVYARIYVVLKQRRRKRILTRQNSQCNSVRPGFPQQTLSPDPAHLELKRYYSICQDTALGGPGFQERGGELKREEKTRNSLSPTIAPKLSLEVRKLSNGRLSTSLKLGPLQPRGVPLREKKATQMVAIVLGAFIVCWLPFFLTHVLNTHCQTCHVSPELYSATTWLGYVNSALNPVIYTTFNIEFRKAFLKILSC
#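 Cells plated overnight at 1500 cells/well, then exposed to library compounds with dopamine controls for 90 minutes at 37 degrees C. DiscoveRx reagent added for 30–60 minutes at room temperature; luminescence read, quantitative HTS format.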
# IL1B secr inh: qHTS for Inhibitors of Inflammasome Signaling: IL-1-beta AlphaLISA Primary Screen. THP-1 LPS/ATP IL-1B secretion, AlphaLISA, 16 h; active compounds read low. activity change, % at 57.5 µM. 360,000 compounds, 4.7% hits. AID 743279, 2014; in the data active = activity change below about -50%; inconclusive = mostly about -30% to -49%; also: % is scaled to controls: 0 for no effect and ±100 for the full control effect
#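 Secreted IL-1B measured by AlphaLISA bead assay after 16 h compound exposure of THP-1 cells; compounds (final up to 57.5 uM) added 1 h before LPS (250 ng/mL) and ATP (1.25 mM) stimulation; lower signal means less secretion.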
# HT1080-NT tox: qHTS for induction of synthetic lethality in tumor cells producing 2HG: qHTS for the HT-1080-NT fibrosarcoma cell line; Potency, µM (titrated, usually from 46.1 µM), for the others: at the top dose activity, negative = less viability, usual class: cytotoxic; 360,000 compounds, 1.6% hits; HT-1080-NT fibrosarcoma viability, CellTiter-Glo ATP luminescence, 48 h;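 also: NT is the 2HG producing partner of a matched IDH1 knockdown line; potency is read from the fitted curve at half-maximal effect; 0% = DMSO-treated cells and -100% = media-only wells without cells; nearly all actives have a fitted effect of over 55% in size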
#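 Compounds were tested in concentration-response format on HT-1080-NT cells for 48 hours at 37 degrees C. Cell viability came from CellTiter-Glo luminescence; curves were classified by r2, response magnitude and activity.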
# SW480 rerep: A quantitative high throughput screen for small molecules that induce DNA re-replication in SW480 colon adenocarcinoma cells; SW480 DNA re-replication, Hoechst DNA content imaging, 48 h; Potency, µM (series often up to 46.1 µM), for the others: at the top dose re-replication activation, most hits filed as activators; 340,000 compounds, 1.8% hits; AID 624297, 2012; also: potency is read from the fitted curve at half-maximal effect; % of control where 0% means no effect; nearly all actives have a fitted effect of over 55% in size
#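 Treated cells incubate 48 hr (37 C, 5% CO2), are stained 40 min with Hoechst, and nuclear fluorescence is enumerated; a rise in nuclei with high DNA signal marks re-replication.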
# KB-V1 cytotox: qHTS assay for MDR1-selective chemotherapeutics: Primary screen using the drug-selected MDR subline cells KB-V1; KB-V1 MDR cells viability, CellTiter-Glo, 72 h; Potency, µM (series often up to 46.1 µM), for inactives: at the highest dose activity change, negative = cytotoxicity, hits mostly cytotoxic; 400,000 compounds, 3.4% hits; also: potency is read from the fitted curve at half-maximal effect; % is scaled to controls: 0 for no effect and ±100 for the full control effect; nearly all actives have a fitted effect of over 60% in size
#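 Cells of the MDR subline KB-V1 are plated, dosed with compound at multiple concentrations, and incubated 72 h at 37 degrees C; CellTiter-Glo is then added and luminescence read after 10 min.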
# DRD3 agonist: qHTS of D3 Dopamine Receptor Agonist: qHTS; D(3) dopamine receptor (Homo sapiens), P35462; D3R DiscoveRx beta-arrestin cells, luminescence, 90 min; max activation, %; 410,000 compounds, 0.58% hits; AID 652048, 2013; in the data active = max activation above about 30%; also: 0% is about no effect; mostly tested at two doses, the higher about 12 µM
#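 Cells at 1500/well, incubated overnight, then treated with pinned compounds (dopamine as control) for 90 min at 37 degrees C. DiscoveRx reagent added for 30 - 60 minutes at room temperature; luminescence read.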
# HT1080 IDH1KD tx: qHTS for induction of synthetic lethality in tumor cells producing 2HG: qHTS for the HT-1080-IDH1KD cell line; HT-1080 IDH1 knockdown viability, ATP luminescence, 48 h; Potency, µM (top dose mostly 46.1 µM), for the others: at the top dose activity, negative = toxicity, actives largely listed as cytotoxic; 360,000 compounds, 2% hits; AID 686971, 2013;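 also: potency is read from the fitted curve at half-maximal effect; 0% = DMSO wells and -100% = cell-free medium wells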
#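 Assay cells: HT-1080 with IDH1 knockdown, 750 per well, RPMI/5% FBS. Exposure: 48 h at 37 °C following 2 h pre-incubation. Read: CellTiter-Glo luminescence; fitted concentration-response, curve class assigned.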
# KB-3-1 cytotox: qHTS assay for MDR1-selective chemotherapeutics: Primary screen using the parental adenocarcinoma cell KB-3-1. Potency, µM (doses to about 46.1 µM), for inactives: at the top dose activity change, negative = cytotoxic, hits mostly cytotoxic. AID 1347075, 2019. KB-3-1 viability, CellTiter-Glo ATP luminescence, 72 h. 400,000 compounds, 1.4% hits; also: potency is read from the fitted curve at half-maximal effect; % is scaled to controls: 0 for no effect and ±100 for the full control effect; nearly all actives have a fitted effect of over 60% in size
#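 Parental KB-3-1 adenocarcinoma cells in phenol-red-free DMEM with 10% FBS were pin-treated with compounds at several concentrations, incubated 72 h at 37 °C, and viability read by CellTiter-Glo luminescence; concentration-effect curves were fitted after normalization.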
# GLP-1R agonist: qHTS of GLP-1 Receptor Agonists; Potency, µM (titrated, usually from 45.6 µM), for the others: at the top dose activation, most hits filed as activators; Glucagon-like peptide 1 receptor (Homo sapiens), P43220; AID 624172, 2012; 380,000 compounds, 0.007% hits; HEK293 GLP-1R CRE-luciferase, luminescence, 4-6 h; cells express a hypersensitive GLP-1R form; also: potency is read from the fitted curve at half-maximal effect; % of control where 0% means no effect
# Target sequence (P43220 whole entry, looked up): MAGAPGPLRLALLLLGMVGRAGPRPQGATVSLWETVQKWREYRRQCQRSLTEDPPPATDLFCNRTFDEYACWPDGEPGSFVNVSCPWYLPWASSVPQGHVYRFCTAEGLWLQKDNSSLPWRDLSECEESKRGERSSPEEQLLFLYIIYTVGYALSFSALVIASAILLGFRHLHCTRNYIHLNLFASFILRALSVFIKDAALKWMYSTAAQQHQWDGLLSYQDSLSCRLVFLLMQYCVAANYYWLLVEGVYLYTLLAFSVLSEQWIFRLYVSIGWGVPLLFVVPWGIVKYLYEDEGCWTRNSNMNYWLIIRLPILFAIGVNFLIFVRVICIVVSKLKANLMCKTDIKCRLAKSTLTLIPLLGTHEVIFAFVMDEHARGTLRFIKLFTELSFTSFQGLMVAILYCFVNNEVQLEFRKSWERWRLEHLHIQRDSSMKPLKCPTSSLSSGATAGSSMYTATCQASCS
# Numbers without * were called inactive; i = inactive; ? = inconclusive; nt = no result given; [ ] = another dose, or the depositor's remark. Unless noted, calls follow the shape of the dose curve; as a rule, active = well fitted curve in the direction sought with a large enough effect; inconclusive = small, poorly fitted or top-dose-only effect, or another doubt; inactive = no such curve, though single readings can be large; an effect the other way counts as inactive or inconclusive.
# Below each compound: DRD3 antagonist	IL1B secr inh	HT1080-NT tox	SW480 rerep	KB-V1 cytotox	DRD3 agonist	HT1080 IDH1KD tx	KB-3-1 cytotox	GLP-1R agonist
O=S(=O)(c1ccc2nc(N3CCN(c4ccc(F)cc4)CC3)ccc2c1)N1CCCCC1
  -17.1	12.3	-17.8%	-6.5%	13.4%	-18.2	-6.3%	-1.8%	3.2%
CCCCCCOc1ccc(OC(=O)c2cccnc2)cc1
  1.8	-0.6	?	8.2µM*	2.0%	-3.9	?	-2.2%	0.4%
CCOc1ccccc1Nc1cc(C)nc2ccc(C)cc12
  -7.3	-96.0*	?	-2.8%	11.6µM*	-1.5	?	?	-11.6%
O=C(O)CCN1C(=O)C2C3C=CC(C2C1=O)C1C(=O)N(CCC(=O)O)C(=O)C31 (centres undefined)
  -6.9	2.8	-4.3%	-12.3%	11.4%	-6.8	-3.7%	4.6%	-0.3%
Cc1ccc2c(CN3CCCc4ccccc43)cc(=O)oc2c1C
  0.1	-4.0	-14.3%	8.3%	0.9%	0.3	-15.0%	4.3%	-0.1%
c1ccc(SSc2ccccn2)nc1
  -11.9	-90.9*	?	-86.9%[inhibitor]	7.3%	-5.1	?	1.1%	-0.4%
CCc1cc2c(=O)c(-c3nc4ccccc4n3C)c(C(C)C)oc2c(CN2CCN(C)CC2)c1O
  18.5	-7.8	-11.8%	-0.9%	?	29.4	-6.0%	-19.1%	-7.7%
O=[N+]([O-])c1ccc(CNc2cccc(Cl)c2)s1
  -5.0	-95.2*	-7.8%	-1.5%	-0.2%	-3.8	-7.8%	-11.7%	8.0%
CC(C)[C@H](NC(=O)OCc1ccccc1)C(=O)OCC(=O)N1CCN(c2ccccc2)CC1
  1.3	6.9	-0.5%	0.6%	?	15.9	-0.7%	?	17.5%
O=C(Nc1nnc(SCc2ccc(F)cc2)s1)c1cnccn1
  1.1	-22.1	-4.0%	-5.5%	?	7.5	-12.3%	-3.6%	0.3%
CC(=O)Nc1nnc(CCS(=O)(=O)c2ccc(Cl)cc2)s1
  -5.6	0.0	28.1%	-42.0%[inhibitor]	3.5%	-5.2	18.3%	5.0%	-1.3%
COc1cc(CNC(=O)Nc2nc(C(N)Cc3ccc(Cl)cc3)cs2)cc(OC)c1OC (centres undefined)
  7.0	-74.1*	6.51µM*	nt	25.7%	1.5	?	?	-4.6%
Cc1ccc(-n2c(C)cc(/C=N/NC(=O)c3ccncc3)c2C)cc1C
  ?	-9.6	-17.7%	11.8%	?	-12.3	-7.3%	-1.2%	6.4%
CS(=O)(=O)N1CCCC(C(=O)NCCCN2CCN(Cc3ccccc3)CC2)C1 (centres undefined)
  -27.9	5.6	-2.5%	1.5%	12.9%	-19.1	14.9%	0.0%	-8.5%
CN(C)c1ccc(NC(=S)Nc2ccc3c(c2)c(=O)n(C)n3-c2ccc(C(C)(C)C)cc2)cc1
  -54.1*	4.9	?	nt	-23.1%	-17.3	18.4µM*	-6.6%	5.2%
COc1cc(/C=N/NC(=O)c2cc[n+]([O-])cc2)ccc1O
  -24.1	-4.0	19.1%	-1.3%	-8.1%	-7.8	18.9%	0.0%	0.4%
O=C(NNC(=O)c1ccc(-c2ccccc2)cc1)Nc1ccccc1F
  -8.3	i	10.2%	nt	0.0%	0.0	21.4%	10.9%	-23.7%
O=C(c1ccc(OCC2CCCO2)cc1)N1CCN(c2ccccc2)CC1 (centres undefined)
  13.0	-1.4	-0.7%	-3.4%	?	-4.4	8.3%	8.5%	-1.3%
N#Cc1c(C(F)(F)F)cc(-c2ccc(Cl)cc2)[nH]c1=O
  19.7	40.4	?	?	12.3%	3.9	?	-15.3%	-13.9%
COc1ccc(CCNC(=O)c2cnc3ccccn3c2=O)cc1
  12.5	12.4	17.7%	-4.2%	22.8%	5.5	15.4%	-2.7%	0.2%
Cc1cccc(C(=O)NCC(=O)NCCSc2ccc(Br)cc2)c1
  -3.9	-15.5	7.9%	-3.3%	4.6%	-4.4	9.7%	6.4%	-2.4%
Cc1cc(=O)n2[nH]c(-c3ccccc3)cc2n1
  12.9	84.8	-1.3%	-2.5%	2.6%	1.1	0.2%	-7.7%	1.3%
COC(=O)[C@]1(C)N[C@H](CN(C)C(C)=O)[C@@H]2C(=O)N(Cc3ccccc3)C(=O)[C@@H]21
  0.0	13.1	16.0%	?	?	19.6	17.4%	21.7%	-1.2%
COc1cc(OC)cc(C(=O)NCC(=O)N2CCN(c3ccc(O)cc3)CC2)c1
  -10.9	30.5	?	?	-24.3%	-7.2	?	-13.0%	16.0%
Cc1cccc(Nc2c([N+](=O)[O-])c(=O)n(C)c3ccccc23)c1
  -0.5	22.4	-1.0%	-1.9%	0.0%	1.7	-15.3%	-0.3%	16.4%
CC(=O)C1=C(O)C(=O)N(Cc2ccccc2)C1c1ccc(F)cc1 (centres undefined)
  -6.8	4.4	-5.1%	-12.9%	28.2%	-0.3	0.8%	-4.9%	-3.7%
COc1ccc(NS(=O)(=O)NC(=O)c2c(C)n(C)c3ccccc23)cc1
  -2.0	33.1	?	?	-9.6%	2.7	?	-7.5%	-3.8%
COc1ccc(C2=NOC(C(=O)N3CCOCC3)C2)cc1OC (centres undefined)
  -13.5	8.9	13.8%	-1.9%	-3.4%	2.4	4.7%	21.5%	1.6%
CCOC(=O)C(=CNc1cc(Cl)c(-c2ccco2)c(Cl)c1)C(=O)OCC
  0.7	-6.7	?	21.9%	-16.4%	1.4	-8.7%	-6.1%	11.8%
CS(=O)(=O)N(Cc1ccccc1)c1ccc(C(=O)Nc2ccc3c(c2)OCO3)cc1
  -21.4	?	-1.4%	-7.8%	0.0%	-1.7	-0.7%	-3.0%	3.0%
COc1ccc(-c2n[nH]c3c2CN(C(=O)c2ccccc2)CC3)cc1
  -2.0	35.8	-20.0%	19.6%	-19.7%	2.8	-15.5%	0.3%	19.3%
CCN1C(=O)N[C@@H](c2cccc(C(F)(F)F)c2)C(C(=O)OC)=C1C
  2.1	5.9	4.7%	-8.1%	26.3%	0.2	0.1%	3.4%	-0.4%
CCc1ccc(Sc2cc(C(=O)NCCCN3CCCC(C)C3)c3ccccc3n2)cc1 (centres undefined)
  nt	nt	nt	nt	2.3%	-10.5	nt	-4.1%	11.5%
Cc1c(C)c2ccc(OCC(=O)N3CCN(c4ccc(F)cc4)CC3)c(C)c2oc1=O
  13.2	-9.2	2.2%	3.8%	22.8%	1.0	13.9%	1.3%	-1.8%
CCn1c2ccccc2c2cc(NC(C)=O)ccc21
  -20.8	11.4	2.0%	-0.5%	?	2.3	-3.8%	4.6%	16.0%
CSc1nnc(N2C(=O)C(O)=C(C(=O)c3ccco3)C2c2ccc(F)cc2)s1 (centres undefined)
  ?	-8.4	3.3%	-8.5%	4.2%	-8.4	-2.2%	-1.2%	-1.8%
Cc1ccc(/C=C/C(=O)Nc2ccc(S(=O)(=O)Nc3ncccn3)cc2)cc1
  -3.7	2.4	-7.8%	17.1%	?	-1.8	-4.5%	1.6%	-10.2%
Cc1cc(Cl)cc(Cl)c1OCCN1CCCC1
  -12.0	-24.9	-11.0%	15.2%	5.2%	-13.6	-3.2%	?	-0.2%
Cc1ccc(C(=O)O)cc1S(=O)(=O)N1CCOCC1
  -71.9*	0.0	20.3%	-1.3%	-14.9%	11.0	-5.8%	9.1%	-12.4%
COc1ccc(/C=C2\SC(=S)N(CC(=O)OCC(=O)Nc3ccc([N+](=O)[O-])cc3OC)C2=O)cc1
  13.5	31.0	11.4%	-1.6%	4.8%	4.2	8.0%	0.0%	-0.5%
C=CCO/N=C(\C)c1c(O)c(C)c(-c2ccccc2)n(-c2ccccc2)c1=O
  17.5	19.3	12.4%	-3.6%	0.1%	14.7	15.4%	-5.3%	3.9%
Cc1cccc(-c2nn(-c3ccccc3)cc2C(=O)Nc2cccc(S(=O)(=O)NC3=NCCC3)c2)c1
  -18.9	3.9	-3.6%	23.0%	-10.4%	3.0	-12.7%	-0.2%	2.4%
Cc1nc2nc(C)c(CCC(=O)N3CCc4ccccc43)c(C)n2n1
  -4.9	36.3	6.8%	-6.2%	20.6µM*	5.7	0.8%	6.8%	5.1%
CCn1c(=O)cc(N2CCOCC2)[nH]c1=O
  1.9	12.6	?	-6.5%	6.5%	0.3	20.5%	-6.7%	0.1%
O=S(=O)(c1cccc(-c2nnc3n2CCCCC3)c1)N1CCOCC1
  -1.5	8.1	5.2%	-18.2%	-6.1%	-11.1	-3.8%	-9.3%	0.0%
COc1cccc(N2CCN(C(=O)c3cc4c(=O)oc5ccc(C)cc5c4s3)CC2)c1
  nt	nt	nt	nt	?	0.2	nt	?	-0.4%

# Shown in CSV form: part of the list above
mol,DRD3 antagonist,IL1B secr inh,HT1080-NT tox,SW480 rerep,KB-V1 cytotox,DRD3 agonist,HT1080 IDH1KD tx,KB-3-1 cytotox,GLP-1R agonist
O=S(=O)(c1ccc2nc(N3CCN(c4ccc(F)cc4)CC3)ccc2c1)N1CCCCC1,-17.1,12.3,-17.8%,-6.5%,13.4%,-18.2,-6.3%,-1.8%,3.2%
COc1cc(/C=N/NC(=O)c2cc[n+]([O-])cc2)ccc1O,-24.1,-4.0,19.1%,-1.3%,-8.1%,-7.8,18.9%,0.0%,0.4%
